Screens from PubChem.
GFP derepression: qHTS Assay for Epigenetic Modulators; mouse C127i GFP locus derepression, cytometry, 30 h; Potency, µM (top dose mostly 46.1 µM), for the others: at the highest dose GFP derepression (activation); 68,000 compounds, 0.09% hits; AID 597, 2007; further: % of control where 0% means no effect
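Derepression screen: silenced CMV-GFP reporter in murine C127i cells, 30 h compound incubation at 37 C, washed cells imaged by laser-scanning cytometer to enumerate GFP-expressing objects of 20 to 120 um.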
Hsp90 Hop PPI: qHTS Assay for Disrupters of an Hsp90 Co-Chaperone Interaction; Hsp90 C-terminal peptide / TPR2A (Hop) interaction, human; AlphaScreen TPR2A-His6 binding biotin-Hsp90 C-terminal peptide; Potency, µM (doses to about 57 µM), without a hit: at the highest dose activity change, negative = inhibition; 71,000 compounds, 0.44% hits; AID 595, 2007; active means well fitted curve in either direction with a large enough effect; inconclusive means small, poorly fitted or top-dose-only effect, or another doubt; further: potency means the concentration at half of the fitted maximal effect; on the % scale 0 is the no-effect control and ±100 the full control effect; many of its hits are not listed in these tables
BRCT PPI red: qHTS Assay for Inhibitors of BRCT-Phosphoprotein Interaction (Red Fluorophore); Breast cancer type 1 susceptibility protein (Homo sapiens), P38398; BRCT-phosphopeptide binding, red fluorescence polarization; Potency, µM (highest dose often 76.9 µM), for the others: at the highest dose activity change, negative = inhibition, usual class: inhibitors; 75,000 compounds, 0.03% hits; further: on the % scale 0 is the no-effect control and ±100 the full control effect
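Rhodamine-labelled pBACH1 10-mer (100 nM) bound to BRCT domain (100 nM) at pH 7.3; compounds incubated 12 min room temperature, polarization read. Free peptide defines full inhibition; unlabelled decapeptide titrated as control.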
DNA Pol III inh: qHTS Assay for Inhibitors of DNA Polymerase III Holoenzyme System; reconstituted DNA polymerase III holoenzyme replication, biochemical; Potency, µM (titrated, usually from 57.1 µM), for the others: top-dose activity change, negative = inhibition; 71,000 compounds, 0.25% hits; AID 603, 2007; further: potency means the concentration at half of the fitted maximal effect; on the % scale 0 is the no-effect control and ±100 the full control effect
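Reconstituted *E. coli* holoenzyme (0.35 nM Pol III, 1 nM beta, 154 nM SSB, 2 nM primase) was preincubated with compound for 15 min at RT. Synthesis on 1.4 nM ssM13Gori ran 35 min, then was stopped with PicoGreen/EDTA and read as dsDNA fluorescence.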
BRCT PPI green: qHTS Assay for Inhibitors of BRCT-Phosphoprotein Interaction (Green Fluorophore); Breast cancer type 1 susceptibility protein (Homo sapiens), P38398; BRCA1 BRCT-phosphopeptide binding, green fluorescence polarization; Potency, µM (top dose mostly 76.9 µM), without a hit: at the top dose activity change, negative = inhibition, actives largely listed as inhibitors; 75,000 compounds, 0.05% hits;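 further: potency means the concentration at half of the fitted maximal effect; plate controls were peptide without protein for full effect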
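Fluorescence polarization: His-tagged BRCT (~35 kDa BRCA1 C-terminus, 250 nM) bound to 100 nM fluorescein-labeled phosphorylated 10-aa BACH1 peptide, pH 7.3 phosphate buffer with DTT and Tween 20. Compounds incubated 12 min at room temperature; inhibition read as lowered polarization.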
CRE-bla Fsk: Cell signaling CRE-BLA (Fsk stim) | CHO CRE-bla reporter (cAMP response element driving beta-lactamase), forskolin EC10, beta-lactamase ratio | Potency, µM (doses to about 38.2 µM), inactives show at the highest dose activity change, negative = inhibition, most hits filed as activators | 71,000 compounds, 2.5% hits | AID 662, 2007; active means well fitted activation curve with a large enough effect in the signal ratio, with a control signal flat, not every such curve was filed as active; inconclusive means small, poorly fitted or top-dose-only effect, or effect the other way, or a change in a side signal; the % refers to the signal ratio; further: potency means the concentration at half of the fitted maximal effect; % of control where 0% means no effect
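Titrated compounds plus EC10 NKH 477 on CHO CRE-bla cells, 3 h, 37 °C. CCF4, 2 h RT. Ratio 460/530 nm → AC50.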
HBB splicing: qHTS Assay for Modulators of Hemoglobin Beta Chain Splicing; HBB splicing reporter cell assay, activation; EGFP reporter with mutant IVS2-654 intron; response scale: normalised to 500 nM splice-correcting PNA; AID 925, 2007; Potency, µM (top dose mostly 46.1 µM), without a hit: at the highest dose activation, usual class: activators; 65,000 compounds, 0.06% hits; further: potency means the concentration at half of the fitted maximal effect; 0% is about no effect
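HeLa cells stably expressing EGFP interrupted by mutant beta-globin intron 2 (IVS2-654), 500/well in 2% FCS. Treated with compound for 2 days at 37C. Splicing correction scored as total well GFP intensity (488 nm excitation, 500-520 nm emission); 500 nM antisense PNA served as control.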
HADH2 inh: qHTS Assay for Inhibitors of HADH2 (Hydroxyacyl-Coenzyme A Dehydrogenase, Type II) | Potency, µM (top dose mostly 57.1 µM), for inactives: top-dose activity change, negative = inhibition, usual class: inhibitors | 3-hydroxyacyl-CoA dehydrogenase type-2 (Homo sapiens), Q99714 | 73,000 compounds, 3.4% hits | recombinant HADH2, NADH fluorescence, beta-hydroxybutyryl-CoA; further: potency means the concentration at half of the fitted maximal effect; on the % scale 0 is the no-effect control and ±100 the full control effect; nearly all actives have a fitted effect of over 60% in size; many of its hits are not listed in these tables
Target sequence (Q99714 whole entry, looked up, one chain of several): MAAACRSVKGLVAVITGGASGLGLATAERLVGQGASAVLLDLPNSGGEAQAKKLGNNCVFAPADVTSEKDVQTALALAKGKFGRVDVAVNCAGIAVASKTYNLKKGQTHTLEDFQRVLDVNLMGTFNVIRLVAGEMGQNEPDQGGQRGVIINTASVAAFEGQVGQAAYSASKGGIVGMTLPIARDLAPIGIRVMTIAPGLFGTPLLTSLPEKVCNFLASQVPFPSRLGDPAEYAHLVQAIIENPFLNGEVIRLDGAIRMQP
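E. coli-expressed His-tagged HADH2 tested at 20 nM in alkaline Tris buffer (pH 9.0); oxidation of 90 uM beta-hydroxybutyryl-CoA with 1 mM NAD+ tracked fluorimetrically for 4 min.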
UbGFP stabilizer: Ubiquitin-GFP Assay | Ubiquitin-GFP reporter cells, proteasome inhibition, GFP fluorescence; response scale: untreated = 0%, 10 µM MG-132 = 100% | Potency, µM (series often up to 45.9 µM), inactives show at the top dose activation (GFP accumulation), usual class: activators | AID 526, 2006 | 67,000 tested, under 10 active; active means well fitted activation curve with a large enough effect, not every such curve was filed as active; inconclusive means small, poorly fitted or top-dose-only effect, or another doubt; inactive means no such curve, though single readings can be large or run the other way; further: potency means the concentration at half of the fitted maximal effect
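U2OS Ub(G76V)-GFP reporter; O/N plating, 0.5% FBS; cpd 46 uM–2.9 nM, 4 h, 37 °C; GFP+ cell count, 488/515 nm; norm. to basal vs 10 uM MG-132; CRC fit.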
15-hLO inh: qHTS Assay for Inhibitors of 15-hLO (15-human lipoxygenase); purified 15hLO-1, xylenol orange hydroperoxide absorbance; Potency, µM (top dose mostly 57.1 µM), for inactives: at the top dose activity change, negative = inhibition, actives largely listed as inhibitors; 74,000 compounds, 1.4% hits; further: potency means the concentration at half of the fitted maximal effect; on the % scale 0 is the no-effect control and ±100 the full control effect; nearly all actives have a fitted effect of over 55% in size
Target sequence (P16050 whole entry, looked up): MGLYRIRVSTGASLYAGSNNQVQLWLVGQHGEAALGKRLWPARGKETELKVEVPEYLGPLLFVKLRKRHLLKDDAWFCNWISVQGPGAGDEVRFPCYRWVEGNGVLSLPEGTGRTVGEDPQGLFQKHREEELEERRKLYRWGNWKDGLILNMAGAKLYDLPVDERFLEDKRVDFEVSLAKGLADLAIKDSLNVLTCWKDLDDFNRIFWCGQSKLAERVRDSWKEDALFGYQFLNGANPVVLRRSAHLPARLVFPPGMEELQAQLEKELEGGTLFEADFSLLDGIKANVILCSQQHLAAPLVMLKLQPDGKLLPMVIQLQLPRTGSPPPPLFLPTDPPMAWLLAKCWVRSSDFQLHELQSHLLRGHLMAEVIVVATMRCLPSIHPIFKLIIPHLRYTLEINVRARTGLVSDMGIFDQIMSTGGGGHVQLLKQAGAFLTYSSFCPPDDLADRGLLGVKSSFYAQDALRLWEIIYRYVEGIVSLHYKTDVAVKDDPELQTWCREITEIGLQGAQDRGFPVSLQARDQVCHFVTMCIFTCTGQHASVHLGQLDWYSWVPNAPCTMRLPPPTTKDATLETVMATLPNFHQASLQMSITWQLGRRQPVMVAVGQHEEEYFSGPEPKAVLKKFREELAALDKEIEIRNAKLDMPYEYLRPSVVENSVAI
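Purified human 15hLO-1 (40 nM final) in 25 mM Hepes pH 7.5, 0.01% Triton X-100 was preincubated with compound 15 min at room temperature, then reacted 6 min with 50 uM arachidonic acid; hydroperoxide detected by Fe-XO, 573/405 nm absorbance ratio.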
USP2a inh: qHTS Assay for Inhibitors of Ubiquitin-specific Protease USP2a. USP2a enzymatic assay, qHTS inhibition. Potency, µM (top dose mostly 38.3 µM), for inactives: top-dose activity change, negative = inhibition, usual class: inhibitors. 60,000 compounds, 0.1% hits. AID 927, 2007;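 further: potency means the concentration at half of the fitted maximal effect; nearly all actives have a fitted effect of over 60% in size; plate controls were DMSO for no effect and NEM full inhibition control for full effect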
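Coupled readout: USP2-cleaved Ub-PLA2 (20nM final) turns over NBD C6-HPC (20uM final), Ex 460nm/Em 535nm after 2.5 h, time-zero read flagging artifacts. Enzyme (20nM final, pH 8.0 Tris) given 30 min RT with compound first; NEM defines full inhibition.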
The depositor's hits bear a star; u = inconclusive; x = not tested or not shown; & = joins results of further samples; [ ] = remark or other dose. Unless noted, the call rests on the fitted dose curve; in most records, active means well fitted curve in the direction sought with a large enough effect; inconclusive means small, poorly fitted or top-dose-only effect, or another doubt; inactive means no such curve, though single readings can be large; an effect the other way counts as inactive or inconclusive. This is a subset. The share of hits here may be higher or lower than overall.

SMILES	GFP derepression	Hsp90 Hop PPI	BRCT PPI red	DNA Pol III inh	BRCT PPI green	CRE-bla Fsk	HBB splicing	HADH2 inh	UbGFP stabilizer	15-hLO inh	USP2a inh
CC[N+]1(C)[C@@H]2CC[C@H]1CC(OC(=O)[C@H]1CC[C@@](C(=O)OC3C[C@H]4CC[C@@H](C3)[N+]4(C)CC)(c3ccccc3)c3ccccc31)C2 (some centres not stated)	-2%[20.6 µM]	-1%[26 µM]	-1.3%[34.4 µM]	-4%[25.6 µM]	0.1%[34.4 µM]	-8%[17.1 µM]	0.4%[20.6 µM]	7%[25.6 µM]	-2%[20.5 µM]	4%[25.6 µM]	-9%[17.1 µM]
CCNc1ncc2nc(CCc3ccccc3)c(=O)n(C3CC3)c2n1	0%[9.22 µM]	0%	1.4%	0%	-2.4%	13µM*	-0.5%	-19%	-3%	-8%	-19%
CCn1c2c(c3cc(C(=O)O)ccc31)CCCC2=O	2%	-3%	-0.1%	0%	0.0%	u	-0.6%	-19%	9%	2%	-3%
COc1ccc(NC(=O)CN2CCN(CC(=O)Nc3ccccc3Cl)CC2)cc1Cl	2%	-7%	0.8%	3%	0.5%	u	-2.7%	2%	-6%	-1%	21%
O=C(Nc1nncs1)c1cccc(S(=O)(=O)N2CCCC2)c1	8%	-7%	-3.0%	6%	0.6%	6%	6.5%	-9%	-6%	1%	-4%
COc1ccccc1CNC(=O)C1CCN(S(=O)(=O)N2CC(C)CC(C)C2)CC1 (configuration not stated)	3%	-1%	0.7%	-6%	-0.5%	2%	-0.6%	-16%	-3%	-1%	12%
CS(=O)(=O)N(Cc1ccc(C(=O)NC2CCCCC2O)cc1)c1ccccc1 (configuration not stated)	0%	-2%	0.1%	-2%	-5.8%	1%	-5.1%	12%	3%	-5%	-6%
Fc1ccccc1N1CCN(CCCNc2ccc3nncn3n2)CC1	x	-2%[2.3 µM]	0.3%	-8%	-1.8%	2%	0.8%	10%	-5%	-5%	x
Cc1ccc(-n2ncc3c(=O)n(CC#N)cnc32)cc1C	1%	3%	-0.7%	-4%	-0.6%	-10%	2.5%	11%	0%	-3%	3%
O=C(Cn1cc2c(n1)CCCCC2)Nc1ccc(F)cc1F	0%	2%	1.5%	-5%	-0.3%	0%	-1.1%	13%	15%	-1%	x
CCOC(=O)CSc1ccc2nnc(-c3ccccc3)n2n1	x	-9%	-0.6%	-9%	2.0%	-18%	-0.4%	18%	0%	2%	x
CCCNS(=O)(=O)c1ccc(CCC(=O)NCc2ccc3c(c2)OCO3)cc1	1%	-3%	0.1%	-11%	-1.0%	-18%	1.8%	-1%	2%	-7%	14%
CN(C(=O)c1ccncc1)C1CC(C)(C)N(O)C(C)(C)C1	2%	-6%	0.3%	0%	0.9%	-7%	-1.8%	-4%	0%	u	-3%
CCCCn1nc(NC(=O)c2cccs2)c2cc3cc(OC)ccc3nc21	4%	20µM*	0.7%	10%	1.6%	u	-0.8%[0.369 µM]	-1%	1%	u	20%
Cc1ccc(CSc2nnnn2C)cc1	-2%	1%	-0.1%	-5%	-2.2%	9%	x	4%	-3%	12%	10%

By substructure, the entries above with an aryl thioether with sulfur outside any ring (2)
SMILES	GFP derepression	Hsp90 Hop PPI	BRCT PPI red	DNA Pol III inh	BRCT PPI green	CRE-bla Fsk	HBB splicing	HADH2 inh	UbGFP stabilizer	15-hLO inh	USP2a inh
CCOC(=O)CSc1ccc2nnc(-c3ccccc3)n2n1	x	-9%	-0.6%	-9%	2.0%	-18%	-0.4%	18%	0%	2%	x
Cc1ccc(CSc2nnnn2C)cc1	-2%	1%	-0.1%	-5%	-2.2%	9%	x	4%	-3%	12%	10%

Continuation.
SMILES	GFP derepression	Hsp90 Hop PPI	BRCT PPI red	DNA Pol III inh	BRCT PPI green	CRE-bla Fsk	HBB splicing	HADH2 inh	UbGFP stabilizer	15-hLO inh	USP2a inh
N[C@H](CC(=O)O)C(=O)O	0%&1%	-2%&-7%	-0.1%	-6%&-2%	0.6%	u	0.7%	11%&-12%	-4%&2%	9%[25.6 µM]	x
c1ccc(-n2cnc3cc(NCc4ccncc4)ccc32)cc1	2%	u	2.0%	1%	-0.5%	u	7.9%[0.369 µM]	-6%	2%	-4%	7%
CCOC(=O)/C(C#N)=C(/C)c1ccc(OC)cc1	-2%	1%	1.0%	-6%	-2.4%	8%	0.5%[9.22 µM]	13%	8%	-4%	-3%
COc1cccc(/C=N/n2c(SC)nnc2-c2ccccc2)c1OC	-2%	0%	-1.7%	0%	0.5%	u	-1.8%	-9%	-1%	6%	3%
CC(C)(C)OC(=O)N1CCCC1C(=O)O (configuration not stated)	0%	-4%	2.1%	2%	-1.1%	-3%	1.2%	-6%	-8%	5%	-9%
CCOC(=O)C(C)c1nn(C)c(=O)c2ccccc12 (configuration not stated)	4%	-1%	0.1%	-10%	-0.7%	10%	-2.3%[9.22 µM]	2%	-1%	3%	0%
CCOC(=O)Cc1nnc2c(Nc3ccc(C)cc3)nc3nonc3n12	-3%	0%	-1.0%	-2%	-0.9%	5%	x	15%	0%	4%	216%[activator]
OC(c1ccccc1)c1nc2ccccc2s1 (configuration not stated)	-2%	-5%[11 µM]	-2.3%	-1%[11.4 µM]	-0.9%	u	-2.7%[0.0738 µM]	-21%[11.4 µM]	24%[9.17 µM]	7%[11.4 µM]	4%[7.66 µM]
COc1ccc(CCn2c(=S)[nH]c3cc(C(=O)NCc4ccco4)ccc3c2=O)cc1OC	u	-1%	0.7%	-1%	-0.5%	u	1.0%	-7%	5%	-19%	41%[activator]
Cn1c(=O)c(-c2ccccc2)nc2cnc(N3CCNCC3)nc21	3%[9.22 µM]	-2%	-1.1%	5%	4.3%	u	3.8%	8%	-4%	7%	36%[activator]
O=C(Nc1ccccc1F)c1ccc(S(=O)(=O)NCC2CCCO2)cc1 (configuration not stated)	0%	0%	-0.4%	-4%	-2.5%	6%	-7.2%	9%	-4%	-5%	-3%
Cc1occc1C(=O)Nc1ccc2c(c1)CCC2	0%	-2%	-0.6%	0%	2.0%	-12%	2.6%	u	0%	-3%	1%
CCC(c1nnc(SCc2nc3ccccc3s2)n1Cc1ccccc1)N(C)C (configuration not stated)	1%	-5%	0.8%	-6%	34%[activator]	u	-2.0%	-3%	4%	u	23%
O=S(=O)(c1ccccc1S(=O)(=O)N1CCCCC1)N1CCCCC1	2%	0%	-1.5%	-2%	-1.0%	-10%	6.8%[0.369 µM]	13%	0%	5%	-1%
CCc1cc2c(nc1CC)CCN(CC/C(C)=N/O[C@@H](C)c1cc(-c3c(C)cc(C)cc3C)no1)C2	x	x	1.0%[15.4 µM]	x	-0.7%[15.4 µM]	x	-0.7%[9.22 µM]	9%[11.4 µM]	x	0%[11.4 µM]	x
CCOC(=O)N1CCC(Nc2c(NCCCOC)c(=O)c2=O)CC1	1%	-9%	-1.4%	5%	-1.4%	-4%	-2.0%	-2%	4%	-5%	-1%

Given in markdown: entries from further up
| smiles | GFP derepression | Hsp90 Hop PPI | BRCT PPI red | DNA Pol III inh | BRCT PPI green | CRE-bla Fsk | HBB splicing | HADH2 inh | UbGFP stabilizer | 15-hLO inh | USP2a inh |
| --- | --- | --- | --- | --- | --- | --- | --- | --- | --- | --- | --- |
| CCc1cc2c(nc1CC)CCN(CC/C(C)=N/O[C@@H](C)c1cc(-c3c(C)cc(C)cc3C)no1)C2 | x | x | 1.0%[15.4 µM] | x | -0.7%[15.4 µM] | x | -0.7%[9.22 µM] | 9%[11.4 µM] | x | 0%[11.4 µM] | x |
| CCOC(=O)N1CCC(Nc2c(NCCCOC)c(=O)c2=O)CC1 | 1% | -9% | -1.4% | 5% | -1.4% | -4% | -2.0% | -2% | 4% | -5% | -1% |
